MITF inh: human MITF inhibition, primary screen | AlphaScreen MITF homodimerization, bead proximity signal | O75030 | 650,000 tested, 0.91% active | inhibition, % at 2.6 µM; in the data active = inhibition above about 50%;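 note: 0% = vehicle wells with protein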
GPR151 ag: activators of human GPR151; Q8TDV0; PathHunter beta-arrestin GPR151 cells, luminescence; activation, % at 11.2 µM; 650,000 tested, 1% active; AID 1508602; in the data active = activation above about 4.9%;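 note: 0% = median of compound wells and 100% = cells with positive control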
Target sequence (Q8TDV0 whole entry, looked up): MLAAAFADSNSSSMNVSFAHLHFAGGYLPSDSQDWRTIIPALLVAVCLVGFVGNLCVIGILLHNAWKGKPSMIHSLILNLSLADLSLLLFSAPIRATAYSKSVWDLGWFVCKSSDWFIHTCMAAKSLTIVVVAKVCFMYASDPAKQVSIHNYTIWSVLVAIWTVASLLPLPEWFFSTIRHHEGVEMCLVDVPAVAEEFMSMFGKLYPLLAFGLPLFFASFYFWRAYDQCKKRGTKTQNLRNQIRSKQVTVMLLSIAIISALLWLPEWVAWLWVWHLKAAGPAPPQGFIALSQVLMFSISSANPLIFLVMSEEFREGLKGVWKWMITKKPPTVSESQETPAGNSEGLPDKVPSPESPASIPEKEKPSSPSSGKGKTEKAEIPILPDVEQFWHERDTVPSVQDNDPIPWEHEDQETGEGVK
TEAD-YAP block: TEAD-YAP interaction inhibition; HEK-TIYL cells, TEAD-Gal4/YAP UAS-luciferase luminescence; 640,000 tested, 1.4% active; inhibition, % at 9.12 µM; in the data active = inhibition above about 32%;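 note: 0% = median of test compound wells and 100% = reference inhibitor wells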
FBW7 activator: activators of human E3 ligase FBW7. AlphaScreen FBW7–phospho-cyclin E peptide binding, activator screen. normalized activity (activation), % at 26.1 µM. 650,000 tested, 0.13% active; in the data active = normalized activity above about 1.9%;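 note: purified mutant Fbw7 with reduced substrate affinity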
Target sequence (Q969H0 whole entry, looked up): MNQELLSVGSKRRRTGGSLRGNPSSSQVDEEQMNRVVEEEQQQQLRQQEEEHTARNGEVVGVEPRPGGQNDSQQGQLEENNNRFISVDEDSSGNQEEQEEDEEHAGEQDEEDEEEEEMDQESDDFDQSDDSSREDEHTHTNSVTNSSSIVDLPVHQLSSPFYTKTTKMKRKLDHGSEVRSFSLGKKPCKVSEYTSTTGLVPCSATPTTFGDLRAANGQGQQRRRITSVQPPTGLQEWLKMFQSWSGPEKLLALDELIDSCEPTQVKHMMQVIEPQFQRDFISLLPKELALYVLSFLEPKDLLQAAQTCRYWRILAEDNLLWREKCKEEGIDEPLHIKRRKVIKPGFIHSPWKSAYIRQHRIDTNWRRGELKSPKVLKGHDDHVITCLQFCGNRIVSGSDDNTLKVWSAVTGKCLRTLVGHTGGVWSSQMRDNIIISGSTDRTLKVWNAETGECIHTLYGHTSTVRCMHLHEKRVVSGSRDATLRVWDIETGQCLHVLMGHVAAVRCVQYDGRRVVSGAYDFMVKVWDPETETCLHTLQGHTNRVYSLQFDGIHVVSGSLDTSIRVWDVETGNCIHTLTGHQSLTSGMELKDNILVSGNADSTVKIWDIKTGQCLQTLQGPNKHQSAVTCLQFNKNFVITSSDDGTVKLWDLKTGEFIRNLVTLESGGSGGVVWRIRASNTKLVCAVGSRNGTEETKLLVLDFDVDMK
* marks the source's active call; other numbers are inactive results.

SMILES	MITF inh	GPR151 ag	TEAD-YAP block	FBW7 activator
CN=Cc1c(O)n(-c2ccc(OC)cc2)c(=O)c2ccccc12	20	-0.1	7	0.0
Cc1ccc(CN2CCN3C(=O)[C@H](C)N(C)C(=O)[C@H]3C2)cc1F	13	-1.5	5	0.1
N#CC1=C(N)OC2=C(C(=O)CCC2)C1c1ccc(N2CCCC2)cc1 (stereo not given)	15	-1.6	5	0.4
Cc1ccc2oc(-c3ccc(Cl)c(NC(=O)c4cccc(Cl)c4)c3)nc2c1	-2	-1.1	-12	0.0
C=CCOC(=O)C1=C(C)N=C2SCCC(=O)N2C1c1ccc(OCC)c(OCC)c1 (stereo not given)	4	0.1	5	0.0
O=C(CCNc1cccc(C(F)(F)F)c1)c1ccc([N+](=O)[O-])cc1	14	0.3	5	-0.2
O=C(Nc1ccccc1C(=O)NC1CCCCC1)c1ccc(CN2CCOCC2)cc1	18	0.7	-5	-0.1
O=C1CCCC2=C1C(c1ccccc1)CC(=O)N2c1ccccc1F (stereo not given)	10	0.7	-4	0.2
CCCS(=O)(=O)N1CCCC(c2nnc(Cc3ccc(F)cc3)o2)C1 (stereo not given)	5	-0.7	0	-0.1
CC(=O)N[C@H](Cc1cccc(F)c1)c1nc2ncc(-c3cn[nH]c3)cc2[nH]1	23	-1.6	4	-0.3
O=c1cc2ncc(-c3[nH]ncc3[N+](=O)[O-])cn2[nH]1	5	-0.2	4	-0.2
O=C(Nc1nc2ccc3ccccc3c2s1)c1ccc(F)cc1	14	-1.9	1	1.0
CCN(CC)c1ccc(/C=N\NC(=O)c2nc3nc(C)cc(C)n3n2)cc1	13	0.7	21	0.1
O=C(OCc1ccc([N+](=O)[O-])cc1)c1ccc2c(c1)C(=O)N(c1ccc(F)cc1)C2=O	-9	0.0	-6	-0.1
O=C(CCN1C(=O)/C(=C\c2ccco2)SC1=S)NC1CCCC1	3	-1.3	4	0.0
O=C1c2ccc([N+](=O)[O-])cc2C(=O)N1CNc1ccc2c(c1)oc1ccccc12	4	-0.5	-40	0.0
O=c1ccc(C(F)(F)F)cn1Cc1ccc(-c2noc(CCl)n2)cc1	7	1.1	6	-0.1
CCn1c(=S)[nH]c2sc(C)c(C)c2c1=O	-6	1.7	4	-0.4
CCOC(=O)/C(N=Nc1cc(C(=O)OC)cc(C(=O)OC)c1)=C(\O)CCl	-14	-2.1	-6	-0.1
Cc1cc(/C=C2/C(=O)NC(=O)N(C)C2=O)c(C)n1-c1ccc(F)cc1	14	0.2	-1	-0.1
O=C(Nc1ccc2nn(-c3ccccc3)nc2c1)c1ccc(-c2cccc([N+](=O)[O-])c2)o1	-1	5.1*	1	-0.1
CCOC(=O)c1c(NC(=O)c2ccc([N+](=O)[O-])o2)sc2c1CCCC2	-6	-1.3	13	1.6
CCCCOc1ccc(/C=c2\sc3nc(-c4ccc(Cl)cc4)nn3c2=O)cc1	-4	1.1	0	0.0
CCOc1ncccc1C(=O)Nc1ccc(F)c(Cl)c1	4	0.9	3	0.0
C=CCNC(=S)N/N=C(\C)c1ccc(OC)c(CSc2ncccn2)c1	2	1.9	6	-0.2
Later entries.
SMILES	MITF inh	GPR151 ag	TEAD-YAP block	FBW7 activator
CCOC(=O)C1CCN(c2nc(Cc3ccccc3)nc3sc(C)c(C)c23)CC1	10	-0.1	7	0.4
COC(=O)c1cnn(-c2ccc(C)c(C)c2)c1-n1cccc1	7	-1.5	-11	0.0
Cc1cccc2cc(CN(Cc3ccco3)C(=O)N(C)C)c(=O)[nH]c12	-6	2.2	-1	-0.1
CCCC1CCC(c2ccc(C(=O)COC(=O)C(Cc3c[nH]c4ccccc34)NC(=O)c3ccc(C(C)(C)C)cc3)cc2)CC1 (stereo not given)	10	-2.5	6	0.0
CC(C)CCC(C(=O)O)C(C)CC(=O)NC1CCCCC1 (stereo not given)	8	-1.4	2	0.1
CN1CCCc2cc(CN3CCC4(CC3)CC4C(=O)NCc3cccnc3)ccc21 (stereo not given)	12	-0.6	4	0.0
O=C1C(Cl)=C(NCc2ccco2)C(=O)N1c1ccc(Cl)cc1	20	3.1	18	0.1
O=C(Cc1ccccc1)NCc1n[nH]c(=S)n1-c1ccccc1	10	0.2	-4	0.5
COc1ccc(NC(=S)NCC(c2cccnc2)N(C)C)cc1 (stereo not given)	-2	0.1	0	-0.1
CCN1C(=O)c2cccc3c(NC(=O)Cc4ccc(SC)cc4)ccc1c23	1	1.6	2	0.0
O=C(NCCCN1CCOCC1)C(Cc1ccccc1)NS(=O)(=O)c1ccc(Cl)cc1 (stereo not given)	-1	-1.2	1	2.4*
O=C1OC(c2ccc(Cl)c([N+](=O)[O-])c2)=N/C1=C\c1cccs1	-5	-1.5	0	0.0
CC1(CCC(=O)NCc2cc3cc(F)ccc3[nH]2)CCC(=O)N1 (stereo not given)	2	-1.3	7	0.7
CC(C)(C)OC(=O)N1CCC[C@@H](Nc2ccnc(Nc3ccc(S(N)(=O)=O)cc3)n2)C1	-2	0.2	-4	0.0
O=C(CCN1CCN(Cc2ccccc2)CC1)Nc1ccccc1F	-13	-1.1	-36	-0.2
COc1ccc(C(=O)NC(=S)Nc2ccc([N+](=O)[O-])cc2OC)cc1	19	1.6	15	1.3
CCc1nnc(NC(=O)CSc2nnc(-c3cccnc3)n2-c2ccccc2C)s1	8	-0.1	0	-0.2
c1ccc(Oc2ccccc2Nc2nccn3c(-c4ccco4)cnc23)cc1	12	-1.2	4	-0.5
N#Cc1sc2nc(C3CC3)cc(-c3ccc(Cl)cc3)c2c1N	17	-1.4	-8	0.2
O=C(NNC1CC(c2ccccc2)=NN1C(=O)c1ccccc1)c1ccccc1 (stereo not given)	-3	6.5*	3	-0.1
Cc1ccc(OC(=O)c2ccccc2)c(-n2nc3ccccc3n2)c1	8	-5.6	-56	0.1
O=C(Cc1ccc(F)cc1)Nc1noc2ccccc12	-15	0.3	-22	0.2
Cn1c(=O)[nH]c(=O)c2c1nc(SCc1ccccc1Cl)n2CC(N)=O	-4	-0.4	9	0.1
CCc1ccc2nc(SCC(=O)Nc3nc(C)c(C)s3)c(C#N)cc2c1	84*	-0.8	-2	-1.3
COc1cc(NC(=O)c2cccc(-n3cc(NC(=O)Cc4cc(F)cc(F)c4)cn3)c2)cc(OC)c1OC	13	0.2	-12	0.1
(continued)
SMILES	MITF inh	GPR151 ag	TEAD-YAP block	FBW7 activator
CN(C(=O)CSc1nnnn1Cc1ccccc1)c1ccccc1	2	2.9	4	0.1
CCOC(=O)c1cc2sc(C)cc2n1CC(=O)NC1CCCCC1	28	-2.5	9	0.6
O=C(Nc1ccc(-n2nncc2-c2ccc(Br)cc2)cc1)c1ccc2c(c1)OCO2	3	-0.7	9	0.3
NC(=O)c1cc2cc(Cc3ccccc3Cl)ccc2oc1=O	5	1.6	2	0.2
CCNC(=O)N1CCN(CC(=O)c2ccco2)CC1	35	-0.3	2	-0.2
CCOC(=O)C(=CNc1ccccc1[N+](=O)[O-])C(=O)OCC	4	-0.1	5	0.2
O=C(CNCc1ccc2c(c1)OCO2)Nc1ccccc1F	64*	0.4	1	0.0
CC(C)N(CCNc1nc(Nc2ccccc2)nc2c1ncn2Cc1ccc(C(F)(F)F)cc1)C(C)C	11	-0.6	1	0.0
O=S(=O)(c1ccccc1)c1nc(Nc2nccs2)sc1Cl	1	-0.2	4	0.3
COc1ccc(Nc2cc(C)nc(N3CCN(Cc4ccc5c(c4)OCO5)CC3)n2)cc1	9	-0.7	19	-0.1
O=c1cc(CSc2ncnc3c2sc2ccccc23)nc2ccccn12	3	-0.9	-9	-0.1
COc1cc(/C=C2\SC(=S)N(Cc3cccnc3)C2=O)c(Br)cc1O	4	0.0	-1	-0.1
CC(=O)c1sc(NC(=O)c2ccc(S(=O)(=O)N3CC(C)CC(C)C3)cc2)nc1-c1ccccc1 (stereo not given)	-7	-0.2	-6	-0.1
CC1=C(Cl)OC(=O)C(C)(c2c(Cl)cncc2Cl)N1 (stereo not given)	-2	-0.3	-3	0.2
CCOC(=O)c1c(NC(=O)C(C)Sc2nnc(CNC(=O)c3cccs3)n2-c2cc(C)ccc2C)sc2c1CCCC2 (stereo not given)	-19	-1.2	3	-0.2
Cc1cccc(/C=C2/SC(=S)NC2=O)c1O	-12	0.6	-4	0.0
COC(=O)C(=Cc1cc(OC)c(OC)cc1Br)C(=O)OC	-4	1.1	9	0.0
O=C(Nc1ccccc1)Oc1ccc2oc(=O)sc2c1	4	0.0	1	-0.5
Fc1ccccc1/C=N\Nc1nc2ccccc2o1	21	11*	-48	0.7
O=C(CN1CCC(NC(=O)NC2CCCCC2)CC1)Nc1ccccc1[N+](=O)[O-]	-6	-0.4	3	-0.1
CCc1ccc(-c2nc(CN3CCCC(C(=O)NCCCOC)C3)c(C)o2)cc1 (stereo not given)	8	0.0	-6	-0.1
CC(=O)N/N=C(\C)CC(=O)Nc1cccc(C(F)(F)F)c1	1	-0.7	18	0.0
CCOc1c(OC)ccc2c3c(c(=O)oc12)CCCC3	-6	-0.2	-14	-0.2
C/C=C(\C)CN1CCN(c2ccc(C)cc2)CC1	49	0.5	13	-0.1
COc1cccc(-n2nc3ccc(NC(=O)c4ccc(OCC(C)C)cc4)cc3n2)c1	3	0.2	-6	-0.1

Reformatted: results already given.
Sequence of screens – MITF inh	GPR151 ag	TEAD-YAP block	FBW7 activator
- CN(C(=O)CSc1nnnn1Cc1ccccc1)c1ccccc1
 : 2	2.9	4	0.1
- CCOC(=O)c1cc2sc(C)cc2n1CC(=O)NC1CCCCC1
 : 28	-2.5	9	0.6
- O=C(Nc1ccc(-n2nncc2-c2ccc(Br)cc2)cc1)c1ccc2c(c1)OCO2
 : 3	-0.7	9	0.3
- NC(=O)c1cc2cc(Cc3ccccc3Cl)ccc2oc1=O
 : 5	1.6	2	0.2
- CCNC(=O)N1CCN(CC(=O)c2ccco2)CC1
 : 35	-0.3	2	-0.2
- CCOC(=O)C(=CNc1ccccc1[N+](=O)[O-])C(=O)OCC
 : 4	-0.1	5	0.2
- O=C(CNCc1ccc2c(c1)OCO2)Nc1ccccc1F
 : 64*	0.4	1	0.0
- CC(C)N(CCNc1nc(Nc2ccccc2)nc2c1ncn2Cc1ccc(C(F)(F)F)cc1)C(C)C
 : 11	-0.6	1	0.0
- O=S(=O)(c1ccccc1)c1nc(Nc2nccs2)sc1Cl
 : 1	-0.2	4	0.3
- COc1ccc(Nc2cc(C)nc(N3CCN(Cc4ccc5c(c4)OCO5)CC3)n2)cc1
 : 9	-0.7	19	-0.1
- O=c1cc(CSc2ncnc3c2sc2ccccc23)nc2ccccn12
 : 3	-0.9	-9	-0.1
- COc1cc(/C=C2\SC(=S)N(Cc3cccnc3)C2=O)c(Br)cc1O
 : 4	0.0	-1	-0.1

(next part)
SMILES	MITF inh	GPR151 ag	TEAD-YAP block	FBW7 activator
CC(=O)Nc1ccc(NC(=O)CC(NC(=O)c2ccccc2)c2ccccc2)cc1 (stereo not given)	15	1.5	-1	0.1
O=C1C(=O)N(CCN2CCNCC2)C(c2ccccc2)/C1=C(\O)c1ccccc1 (stereo not given)	2	2.1	4	-0.1
Cc1cccc2c1[nH]c1nc(N/N=C\c3ccccc3O)nnc12	12	5.0*	-5	-0.3
COc1ccccc1NC(=O)c1ccc(Cl)c(Cl)c1	-2	-0.3	-81	-0.1
O=C(Nc1cccc(Cl)c1)c1noc2c1COc1ccccc1-2	4	0.4	-14	-0.1
CCS(=O)(=O)c1ncc(Cl)c(C(=O)Nc2ccc(C)cc2)n1	-10	-1.5	-7	-0.1
COc1ccc(-n2nc(C(=O)Nc3ccc(C)cc3Br)c3ccccc3c2=O)cc1	19	1.0	1	0.3
CCOC(=O)COc1ccc2ccccc2c1/C=N/NC(=O)c1ccc(O)c(OC)c1	-5	0.5	8	-0.1
COc1ccc(/C=C/C(=O)Nc2ccccc2)cc1OC	2	-1.9	-65	-0.1
CN(C)S(=O)(=O)c1ccc(C(=O)N=c2sc3ccc4ccccc4c3n2C)cc1	-10	1.5	7	-0.1
Cc1nnc2ccc(N3CCN(S(=O)(=O)c4ccccc4Cl)CC3)nn12	-20	-1.1	-4	-0.1
CCOC(=O)N1CCN(C(=O)c2ccccc2NC(=O)c2ccc(F)cc2)CC1	6	1.4	-7	-0.1
COc1ccc(/C=N/NC(=O)c2cccc(I)c2)cc1	-12	0.8	-11	0.1
COc1ccc(-c2nnc(NC(=O)Cc3ccccc3)o2)cc1	6	0.7	-5	-0.1
O=[N+]([O-])c1cccc(S(=O)(=O)N2CCCC(c3nc(-c4cccs4)no3)C2)c1 (stereo not given)	7	-1.2	-5	3.0*
COC(=O)c1ccccc1NC(=O)COC(=O)[C@H](C)NC(N)=O	9	0.7	-3	0.1
NC(=O)CN1C(=O)NC2(CCCc3sccc32)C1=O (stereo not given)	3	1.7	-2	-0.1
COc1ccc2cc(C(=O)N3CCC(O)(c4ccccn4)CC3)[nH]c2c1	1	-0.3	10	0.6
Fc1cccc(-c2nc3cnccn3c2NCc2cccs2)c1	-7	0.3	-9	0.2
O/N=C/c1cccn1-c1ccc(I)cc1	26	3.1	2	0.5
Cc1onc(-c2c(Cl)cccc2Cl)c1C(=O)N1CCN(c2ccc(F)cc2)CC1	13	0.8	10	0.5
CN(C)c1ccc(CC(=O)c2nc3ccccc3s2)cc1	10	-1.6	34*	0.2
COc1ccc(-c2nn(CCC(=O)O)cc2C=C(C#N)C#N)cc1	-4	0.8	6	0.0
C=CCOc1cccc(/C=c2\sc3n(c2=O)C(c2ccc(OCC)c(OCC)c2)C(C(=O)OCC)=C(C)N=3)c1 (stereo not given)	0	0.0	-11	0.6
O=C(c1cc2ccccc2[nH]1)N1CC[C@H]2[C@H](CCCN2C(=O)C2=CCCCC2)C1	19	3.1	-1	0.1
Cc1ccc(C)c(NC(=O)C2CC3c4ccccc4C2c2ccccc23)c1 (stereo not given)	1	-0.9	1	2.0*

Compound activity: PubChem, The Scripps Research Institute Molecular Screening Center
